AGP1 TOR yeast: modulators of TOR pathway AGP1-GFP in S. cerevisiae | GFP response vs DMSO, % at 10 µM | AID 2066 | hit rate 0.02% among 320,000 | S. cerevisiae AGP1-GFP multiplex flow cytometry, 3 h; GFP as percent of DMSO wells;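 active means GFP response relative to DMSO above a set limit, near screen average plus 3 SD, cut at about 150% in these data; inconclusive means fewer than 70 cells counted for the yeast strain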;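 further: median GFP channel fluorescence of the gated AGP1 strain per well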
MEP2-GFP yeast: alters MEP2-GFP fluorescence in TOR pathway yeast screen | hit rate 0.51% among 330,000 | AID 2016 | GFP response vs DMSO, % at 10 µM | S. cerevisiae MEP2-GFP strain, flow cytometry GFP, 3 h; 100% = DMSO control level;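 active means GFP response versus DMSO above a set limit, roughly screen mean plus 3 SD, cut at about 180% in these data; inconclusive means fewer than 70 cells counted for a yeast strain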;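 further: median GFP fluorescence of the barcode-gated MEP2-GFP cells per well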
RPL19A TOR yeast: alters RPL19A-GFP fluorescence in TOR pathway yeast screen; percent response vs DMSO, % at 10 µM; hit rate 0.3% among 330,000; S. cerevisiae RPL19A-GFP strain, flow cytometry, 3 h; active compounds read low; AID 2025;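 active means percent response vs DMSO below 50%; inconclusive means fewer than 70 events counted for the yeast strain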;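 further: median channel GFP fluorescence of the barcoded RPL19A-GFP strain; ratio of sample median GFP to plate DMSO average so 100% = DMSO; lower means less RPL19A-GFP as with rapamycin TOR inhibition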
Yeast superoxide: lowers age-related superoxide in aged yeast cells; S. cerevisiae aged cells, superoxide DHE fluorescence; active compounds read low; superoxide response (% of plate mean), % at 10 µM; hit rate 0.18% among 330,000; AID 2690;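 active means superoxide response under a set limit, about three screen SD below normal, cut at about 65% in these data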;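 further: yeast aged for seven days with compound at 30 °C before DHE staining; 100% = average MFI of all compound-treated wells on the plate with controls excluded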
LAP4-GFP MLPCN: alters LAP4-GFP fluorescence in TOR pathway yeast screen; S. cerevisiae LAP4-GFP multiplex, flow cytometry GFP, 3 h; median GFP as percent of DMSO wells; GFP response vs DMSO, % at 10 µM; hit rate 0.34% among 320,000;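 active means GFP response vs DMSO above a set limit, about the screen mean plus 3 SD, cut at about 150% in these data; inconclusive means under 70 cell events counted for the yeast strain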
GRK2 aptamer HTS: inhibitors of human GRK2 displacing RNA aptamer | AID 488847 | hit rate 0.59% among 330,000 | inhibition of aptamer binding, % at 10 µM | bead flow cytometry, FAM-aptamer displacement from GRK2 | P25098;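 active means inhibition of aptamer binding above 40%, roughly 3 SD of noise, on plates passing a quality check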;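 further: median bead fluorescence of bound FAM aptamer so fluorescent compounds give negative values; no value below 0 was filed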
Target sequence (P25098 whole entry, looked up): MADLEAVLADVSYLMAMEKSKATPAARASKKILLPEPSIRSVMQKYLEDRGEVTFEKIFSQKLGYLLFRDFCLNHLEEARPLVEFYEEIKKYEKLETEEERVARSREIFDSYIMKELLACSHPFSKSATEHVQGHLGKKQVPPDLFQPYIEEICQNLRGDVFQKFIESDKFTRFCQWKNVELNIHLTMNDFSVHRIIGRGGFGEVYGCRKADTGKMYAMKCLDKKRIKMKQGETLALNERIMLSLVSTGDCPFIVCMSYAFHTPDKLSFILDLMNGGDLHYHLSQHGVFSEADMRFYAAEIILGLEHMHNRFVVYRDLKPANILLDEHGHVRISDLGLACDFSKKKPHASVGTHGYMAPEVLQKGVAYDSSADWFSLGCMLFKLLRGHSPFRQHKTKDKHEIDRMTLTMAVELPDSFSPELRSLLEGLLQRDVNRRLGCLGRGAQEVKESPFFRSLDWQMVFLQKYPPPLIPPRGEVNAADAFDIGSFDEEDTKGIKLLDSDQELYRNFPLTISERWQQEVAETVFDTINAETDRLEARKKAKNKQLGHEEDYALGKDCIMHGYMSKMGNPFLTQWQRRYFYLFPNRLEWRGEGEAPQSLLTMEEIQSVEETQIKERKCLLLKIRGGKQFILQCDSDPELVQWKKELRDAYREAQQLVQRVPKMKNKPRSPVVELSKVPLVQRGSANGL
VLA-4 inh: inhibition in a human VLA-4 binding assay. inhibition, % (about 7 µM as worked out from the volumes in the protocol). hit rate 0.2% among 330,000. VLA-4 expressing cells, ligand binding flow cytometry. AID 2557. P13612; in the data active means inhibition above about 50%
CIT2 TOR yeast: yeast TOR pathway CIT2-GFP modulation | S. cerevisiae CIT2-GFP strain, flow cytometry, 3 h; 100 means same as DMSO wells | GFP response vs DMSO, % at 10 µM | AID 2029 | hit rate 0.065% among 320,000;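 active means GFP response relative to DMSO above a set limit, near the screen mean plus 3 SD, cut at about 150% in these data; inconclusive means Fewer than 70 cells measured for a yeast strain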;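 further: ratio of well median GFP fluorescence to mean of DMSO wells on the plate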
* marks the source's active call; other numbers are inactive results; ? = inconclusive; . = not tested or not shown; & = joins results of further samples; [ ] = dose if it differs, or a comment.

SMILES	AGP1 TOR yeast	MEP2-GFP yeast	RPL19A TOR yeast	Yeast superoxide	LAP4-GFP MLPCN	GRK2 aptamer HTS	VLA-4 inh	CIT2 TOR yeast
Cc1cc(C)c2c(n1)sc1c(N3CCN(CCO)CC3)ncnc12	107	105	105	82	106	10	11	103
CCOC(=O)N1CCC(NC(=O)c2sc(-n3cccc3)nc2C)CC1	91	103	89	111	95	0	-15	100
COc1cccc(-n2c(Cc3cc(=O)[nH]c(=O)[nH]3)nnc2SCC(=O)N2CCC(C)CC2)c1	100	100	99	115	102	2	17	94
Cc1cc(F)ccc1S(=O)(=O)N1CCCOC1CNC(=O)C(=O)NCCc1ccccc1 (stereo not drawn)	98	102	101	114	99	5	-11	102
CCCNC(=O)CC1Sc2ccccc2NC1=O (stereo not drawn)	90	92	93	118	91	0	-1	90
Cc1c(C)n(Cc2ccc(Cl)cc2)c2ccc(C(=O)NCCN3CCOCC3)cc12	97	90	99	109	88	0	26	96
Cc1ccc(S(=O)(=O)N2CCCCC2CCNC(=O)C(=O)NCc2ccccc2)cc1 (stereo not drawn)	114	99	102	96	105	0	-7	107
O=C(CCCn1c(=S)[nH]c2cc3c(cc2c1=O)OCO3)NCc1ccco1	99	90	95	110	99	1	-6	96
CCN(C(=O)COC(=O)c1nccnc1N)c1cccc2ccccc12	96	98	91	124	94	3	7	85
COC(=O)c1cccc(NC(=O)Cn2cnc3ccccc3c2=O)c1	106	107	100	96	96	0	-13	102
Cc1nn(Cc2ccc(Cl)cc2)c2sc(C(=O)O)cc12	104	97	98	115	106	14	7	88
COc1ccc(OC)c(-c2nc(CN3CCN(C(=O)c4ccco4)CC3)c(C)o2)c1	91	103	95	106	88	0	-2	98
COC(CNC(=O)c1cc(S(=O)(=O)N2CCc3ccccc32)ccc1F)OC	101	108	108	105	93	2	4	113
CCc1nc(SCC(=O)NCC2CCCO2)c2c(=O)n(C)c(=O)n(C)c2n1 (stereo not drawn)	111	106	103	94	128	4	-13	108
COc1cc([N+](=O)[O-])ccc1NC(=O)NCCCN1CCCC1=O	100	97	99	98	95	2	-4	98
CCOC(=O)C1=C(O)/C(=C\c2ccc(O)c(OCC)c2)N=C1C	106	106	103	99	93	0	-6	108
C/C(=N\OCc1ccccc1C#N)c1cc2ccccc2o1	96	105	116	102	110	47*	1	110
CCOc1ccc(NC(=O)c2ccc(Cn3nc(C)cc3C)o2)cc1	97	111	110	101	87	2	-9	.
C[C@]12CC(O)C3C(CCC4=CC(=O)CC[C@@]43C)C1CCC2c1csc(-c2ccccc2)n1 (stereo partly drawn)	100	101	102	97	92	2	0	99
COc1ccc(NC(=O)C2CCN(C(=O)c3ccco3)CC2)c(OC)c1	?	689*[may fluoresce violet]	42*[may fluoresce violet]	123	112[may fluoresce violet]	0	9	?
Cc1c(Cl)cnc(NC(=O)COC(=O)CCc2nc3ccccc3s2)c1Cl	100	103	101	96	93	0	2	97
COc1ccc(NC(=O)c2oc3ccccc3c2NC(=O)c2ccco2)cc1	94	104	99	104	93	0	-14	96
Cc1cc(NC(=O)c2ccc(COc3ccc(Cl)c(C)c3)o2)no1	113	108	107	92	114	0	11	103
COc1ccc(OC)c(-n2nnnc2SCC(=O)O)c1	89	95	91	101	95	0	7	97
COc1ccc(C(=O)NCCS(=O)(=O)NC(C)c2ccccc2)cc1 (stereo not drawn)	108	95	100	94	109	1	8	100
COc1ccccc1N(C)S(=O)(=O)c1ccc(Cl)c(C(=O)N2CCC(C(N)=O)CC2)c1	107	104	97	81	103	0	-9	110
CCOC(=O)C(Sc1ncc(C#N)c(N)n1)C(C)C (stereo not drawn)	103	104	104	95	105	4	0	108
Cc1nn(-c2ccccc2)c(C)c1/C=N/NC(=O)c1ccc(F)cc1	106	95	101	87	117	0	5	90
CCCc1[nH]nc2c1C(c1cc(OC)cc(OC)c1)C(C#N)=C(N)O2 (stereo not drawn)	92	94	98	93	99	3	11	88
COc1ccc(C(=O)N2CCN(Cc3ccc4c(c3)OCO4)CC2)cc1OC	91	89	94	95	90	0	16	92
COc1ccc(CCNc2nc(N3CCOCC3)nc(N3CCOCC3)n2)cc1OC	94	99	97	91	.	4	-6	95
COCCSc1nnc(NC(=O)CS(=O)(=O)c2ccc(C)cc2)s1	107	103	103	106	95	0	-1	104
O=C(CSc1ccc(-c2cccs2)nn1)N1CCCCCC1	93	100	105	94	95	0	14	96
Fc1ccc(CNc2ccc(N3CCN(Cc4ccccc4)CC3)cc2)cc1	105	98	106	92	87	0	2	123
CC1CN(C(=S)Nc2ccc(S(N)(=O)=O)cc2)CC(C)O1 (stereo not drawn)	88	100	107	102	68	1	-1	88
CCc1cc2ccccc2nc1SCC(=O)Nc1cc(OC)c(OC)cc1C(=O)O	92	111	104	94	103	0	-11	96
Fc1ccc(OCCCCCn2ccnc2)cc1	105	102	103	97	95	0	16	102
CCCCn1c(N)c(N(CC(C)C)C(=O)c2cc3c(s2)CCCCC3)c(=O)[nH]c1=O	108	110	101	112	99	1	-9	109
COCCCN(C(=O)c1ccco1)c1nc(-c2cc(OC)ccc2OC)cs1	82	91	87	111	94	3	-6	79
CCOC(=O)C1CCN(Cc2nc3ccc(Cl)cc3n2CCO)CC1	98	100	98	98	103	1	-20	93
O=C(CN(c1cccc([N+](=O)[O-])c1)S(=O)(=O)c1ccccc1)N1CCCCC1	102	105	100	108	99	0	16	98
O=C([C@H](Cc1ccccc1)N1C(=O)c2ccccc2C1=O)N1CCOCC1	101	99	101	91	106	0	-3	107
Clc1ccc(CSc2nnc([C@@H]3CCCN3)o2)cc1	105	102	101	93	99	0	15	105
O=C(CSc1nnnn1-c1ccccc1)N1N=CCC1c1ccccc1 (stereo not drawn)	104	102	101	96	101	4	-7	117
O=c1[nH]cnc2c1nc(NCc1ccccc1)n2C1O[C@@H](CO)[C@H](O)[C@@H]1O (stereo partly drawn)	103	103	99	102	102	0	11	99
Cc1cccc(C(=O)NC2CCN(CC(=O)NCc3ccccc3F)CC2)c1	103	144	111	97	116	0	-4	110
Cc1ccc(/C=C/C(=O)O)cc1S(=O)(=O)N1CCC(Cc2ccccc2)CC1	103	92	97	92	106	2	-16	99
COCN(C#N)c1nc(OC)nc(OC)n1	99	100	96	99	94	1	6	100

Sorted by molar mass (rising): part of the list above
SMILES	AGP1 TOR yeast	MEP2-GFP yeast	RPL19A TOR yeast	Yeast superoxide	LAP4-GFP MLPCN	GRK2 aptamer HTS	VLA-4 inh	CIT2 TOR yeast
COc1ccc(NC(=O)C2CCN(C(=O)c3ccco3)CC2)c(OC)c1	?	689*[may fluoresce violet]	42*[may fluoresce violet]	123	112[may fluoresce violet]	0	9	?
CCOC(=O)C1CCN(Cc2nc3ccc(Cl)cc3n2CCO)CC1	98	100	98	98	103	1	-20	93
Cc1cc(F)ccc1S(=O)(=O)N1CCCOC1CNC(=O)C(=O)NCCc1ccccc1 (stereo not drawn)	98	102	101	114	99	5	-11	102

Continuation:
SMILES	AGP1 TOR yeast	MEP2-GFP yeast	RPL19A TOR yeast	Yeast superoxide	LAP4-GFP MLPCN	GRK2 aptamer HTS	VLA-4 inh	CIT2 TOR yeast
CCOc1ccc(NC(=O)CN(C)C(=O)c2ccccc2Cc2ccccc2)cc1OCC	95	105	96	93	100	0	3	94
CCOc1ccccc1-n1c(SCC(=O)N2CCCC2)nnc1-c1ccoc1C	89	92	90	99	88	0	11	90
Cc1ccc(N(C(C)C(=O)O)S(=O)(=O)c2c(C)[nH]c(=O)[nH]c2=O)cc1 (stereo not drawn)	101	106	99	92	101	0	-12	102
CCC(C)N(C(=O)c1csnn1)C(C(=O)NCc1ccc(F)cc1)c1ccco1 (stereo not drawn)	95	97	99	89	90	1	14	100
COc1ccc(CN2CC(=O)N3[C@H]4c5ccccc5OC[C@@H]4[C@H](c4ccccc4)[C@]3(C)C2=O)cc1	95	91	93	79	96	1	13	101
CC1(C)Cc2nc3oc4c(SCC(N)=O)ncnc4c3cc2CO1	104	97	104	108	110	0	-18	103
O=C(/C=C/c1ccco1)Nc1cccc(C(=O)Nc2ccccc2C(=O)O)c1	99	107	95	119	105	3	-11	90
CCOc1ccc(-n2c(=O)c3sccc3n(Cc3cccc([N+](=O)[O-])c3)c2=O)cc1	102	96	96	109	101	2	4	97
O=C(c1ccc2c(c1)[nH]c(=S)n1c3ccccc3nc21)N1CCN(c2cccc(Cl)c2)CC1	87	97	96	82	88	0	-4	98
COc1ccc(/C=C/c2cc(C(F)(F)F)[nH]c(=O)n2)cc1OC	101	96	92	105	97	0	-2	95
CCN(CC)CCn1c2c(c(SCC(=O)Nc3cc(C)ccc3C)nc1=O)CCC2	102	107	96	87	116	0	0	94
Cc1ccc(C(=O)O/N=C/c2ccc(N(C)C)cc2)cc1	107	101	100	101	115	0	8	109
Cc1ccc(N(C(=O)c2csnn2)C(C(=O)NC2CCCCC2)c2cccnc2)c(C)c1 (stereo not drawn)	98	96	99	92	94	0	-10	96
Cc1ccc(NC(=O)C2CCCN(S(=O)(=O)c3cccs3)C2)cc1 (stereo not drawn)	101	102	100	111	99	0	14	100
N#Cc1ccc(OCC(=O)Nc2ccncc2)cc1	79	102	94	102	101	5	22	90
CCNC(=S)N1CCc2cc(OC)c(OC)cc2C1COc1ccc(F)cc1 (stereo not drawn)	95	107	89	121	100	7	9	85
CSc1ncccc1C(=O)OCC(=O)NC12CC3CC(CC(C3)C1)C2	103	103	99	75	93	1	11	98
CC[C@H](C)C(=O)O[C@H]1C[C@@H](C)C=C2C=C[C@H](C)[C@H](CC[C@@H]3C[C@@H](O)CC(=O)O3)[C@H]21	91&112	95&107	97&106	93&141	89&115	0&3	5&13	89&103
COc1ccc(NC(=O)c2cncn2-c2ccccc2)cc1	99	101	98	107	110	2	5	98
COc1ccc2c(C(=O)c3ccc(C)cc3)n(CCCC(N)=O)[n+]([O-])c2c1	103	104	100	102	113	0	2	95
Cn1nc(N)c2c(-c3ccc(Cl)cc3)c(C#N)c(N)nc21	17[may fluoresce violet]	110[may fluoresce violet]	92[may fluoresce violet]	112	93[may fluoresce violet]	0	1	?
CNc1cc(F)nc(F)n1	101	106	108	92	90	0	4	104
O=Cc1cccn1-c1sc2c(c1C(=O)O)CCCC2	96	97	100	107	90	0	8	94
O=C(NCCOc1ccc(F)cc1)C1CCC(=O)N(CCCN2CCOCC2)C1 (stereo not drawn)	122	108	107	109	119	3	-6	111
CCOC(=O)C1CCN(S(=O)(=O)c2ccc(C(C)(C)C)cc2)CC1	93	100	102	117	98	0	6	92
CC(=O)c1ccc(OC(=O)CCc2nc3ccccc3s2)cc1	106	100	98	96	110	0	-17	97
O=C(Nc1ccccc1C(=O)N1CCN(Cc2ccccc2)CC1)c1ccccc1	97	91	99	92	91	3	4	97
Nc1nc(-c2ccccc2)cc(C(F)(F)F)n1	90	99	98	99	108	0	.	92
O=C(c1ccccc1)c1ccc2c(c1)OCCCO2	99	95	93	98	117	.	-2	86
O=C(CSC1=NCCS1)NC(c1ccccc1)c1ccccc1	95	100	102	93	87	0	33	97
O=C(/C=C/c1cccc([N+](=O)[O-])c1)OCC(=O)N1CCOCC1	108	107	102	107	112	2	10	99
N#CCCn1cc(/C=C/C(=O)O)c(-c2ccc(F)cc2)n1	84	92	93	105	86	3	6	80
COc1ccc(C2CC(C(F)(F)F)n3nc(C(=O)NCCCn4ccnc4)cc3N2)cc1OC (stereo not drawn)	100	113	100	108	98	3	16	103
COc1ccc(CC(=O)Nc2ccc(S(=O)(=O)Nc3nc(C)cc(C)n3)cc2)cc1	93	96	94	116	95	0	-26	98
Cc1cc(N2CC(C(=O)O)CC2=O)ccc1Br (stereo not drawn)	95	89	92	117	80	4	-1	91
